# pCIP destab = lowers stability of the mouse p/CIP coactivator protein | Q05BA5 | F442A p/CIP-EGFP cells, EGFP fluorescence, 16 h | decrease of EGFP signal, % at 10 µM | 290,000 compounds, 0.01% hits;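 active = EGFP signal decrease of at least 30% at 10 µM or well 3 SD below plate mean, unless failing retest; inactive = the rest, including hits failing retest or dose response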; note: some compounds called inactive have numbers as strong as hits; many of its hits are not listed in these tables
# MEKK3 PB1 HTS = modulators (inhibitors or enhancers) of MEK5 binding to human MEKK3 PB1 domain | bead-based flow cytometry, Alexa488-MEK5 binding to MEKK3; actives lie on both sides; 0 = blocked by unlabeled MEK5, 100 = vehicle | binding response (% of control), % at 10 µM | 290,000 compounds, 1.4% hits | AID 1529;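 active = binding response more than 3 SD above or below the average of its plate-row segment, actives on both sides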;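 note: Alexa488 bead fluorescence after subtracting the streptavidin-only scavenger bead signal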
# IDE inh = inhibits human insulin-degrading enzyme in HEK cells. FAbetaB cleavage, fluorescence polarization. inhibition, % at 5.59 µM. 320,000 compounds, 0.41% hits;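 active = percent inhibition above the average of all tested compounds plus 3 SD, set per screening campaign, cut at about 16% in these data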;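 note: IDE supplied by intact live HEK cells; FP after avidin binding of uncleaved biotin substrate so inhibition keeps polarization high; 0% = DMSO wells and 100% = 60 µM reference IDE inhibitor Ii1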
# GalR3 antag = human GalR3 antagonism; O60755; HEK293 GalR3-CNG cAMP membrane potential fluorescence; galR3 body fused to GalR1 C-terminus; inhibition, % at 3 µM; 360,000 compounds, 0.44% hits; AID 651719;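 active = inhibition above the screen-wide average plus 3 SD, cut at about 13% in these data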;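 note: forskolin and galanin both at EC90 stimulate the cells; cAMP rise reported by CNG channel membrane potential dye signal; 0% = forskolin plus galanin with DMSO and 100% = forskolin alone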
# Target sequence (O60755 1-299 limits assumed): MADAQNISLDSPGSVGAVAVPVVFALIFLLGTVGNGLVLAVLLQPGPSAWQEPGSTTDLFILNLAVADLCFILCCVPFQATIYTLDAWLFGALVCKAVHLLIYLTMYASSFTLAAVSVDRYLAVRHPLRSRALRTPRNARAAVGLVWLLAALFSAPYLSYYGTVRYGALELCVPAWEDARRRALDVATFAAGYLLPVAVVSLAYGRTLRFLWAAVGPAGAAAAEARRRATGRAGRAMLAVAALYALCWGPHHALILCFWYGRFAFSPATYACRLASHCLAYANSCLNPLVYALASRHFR
# CRFR2-BP ag = agonists of human CRF-binding protein/CRF-R2 receptor complex. HEK293 CRF-R2/CRF-BP, calcium dye fluorescence (FLIPR); percent of saturating CRF peptide response. activation, % at 13.2 µM. 350,000 compounds, 0.46% hits. AID 588473;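 active = activation of at least 50%, plus an integration ratio under a set limit after plate pattern correction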;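 note: plate controls were neutral control wells without compound for no effect and CRF at EC100 for full effect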
# PHOSPHO1 block = PHOSPHO1 (human) inhibition | 290,000 compounds, 1.1% hits | inhibition, % at 13.3 µM | recombinant PHOSPHO1, absorbance phosphatase assay | AID 1565 | Q8TCT1; in the data active = inhibition above about 60%
# Target sequence (Q8TCT1 whole entry, looked up): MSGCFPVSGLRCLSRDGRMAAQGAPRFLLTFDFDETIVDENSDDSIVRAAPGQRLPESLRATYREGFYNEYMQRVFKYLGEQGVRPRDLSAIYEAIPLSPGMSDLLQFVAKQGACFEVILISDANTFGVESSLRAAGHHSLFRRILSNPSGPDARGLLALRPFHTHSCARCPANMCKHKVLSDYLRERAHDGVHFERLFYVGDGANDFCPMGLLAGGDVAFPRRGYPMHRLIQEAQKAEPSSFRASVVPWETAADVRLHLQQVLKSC
# CHRM4 PAM = potentiates acetylcholine response at human M4 receptor | P08173 | CHO-K1 hM4/Gqi5, Fluo-8 calcium fluorescence, ACh EC20; 0% = ACh EC20, 100% = maximal ACh | activation, % at 3 µM | 360,000 compounds, 0.4% hits | AID 624126;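 active = activation above its plate's cutoff, the mean activation of sample wells plus 3 SD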; note: some results filed as inactive read as strong as hits
# Target sequence (P08173 whole entry, looked up): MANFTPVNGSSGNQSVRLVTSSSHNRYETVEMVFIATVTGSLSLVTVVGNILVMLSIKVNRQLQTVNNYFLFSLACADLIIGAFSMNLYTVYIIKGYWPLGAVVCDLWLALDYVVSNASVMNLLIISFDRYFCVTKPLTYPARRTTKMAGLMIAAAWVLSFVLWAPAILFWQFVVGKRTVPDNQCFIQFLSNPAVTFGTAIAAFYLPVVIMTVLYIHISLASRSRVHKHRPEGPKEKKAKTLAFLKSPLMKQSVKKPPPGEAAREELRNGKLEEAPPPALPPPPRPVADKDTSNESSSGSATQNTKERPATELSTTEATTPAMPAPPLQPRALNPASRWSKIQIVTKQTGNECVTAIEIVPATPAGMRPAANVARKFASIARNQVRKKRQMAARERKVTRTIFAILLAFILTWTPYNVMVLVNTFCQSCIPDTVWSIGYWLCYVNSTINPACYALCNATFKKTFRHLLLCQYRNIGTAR
# IDE cell activ = activators of human insulin-degrading enzyme in cells. P14735. HEK cells, FAbeta-B cleavage, fluorescence polarization; 0% vehicle, 100% cell-free pure enzyme wells. activation, % at 5.96 µM. 340,000 compounds, 0.073% hits. AID 493087;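 active = activation above the mean of all tested compounds plus 3 SD, set per screening campaign, cut at about 17% in these data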
# CRFR2-BP antag = blocks CRF-induced signaling of the CRF-BP/CRF-R2 complex; HEK293 CRF-R2/CRF-BP, CRF-induced calcium fluorescence; inhibition, % at 11.8 µM; 350,000 compounds, 0.59% hits;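 active = inhibition of the ligand-induced calcium signal above about 50% at the single tested concentration, limit read from the data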
# * marks the source's active call; other numbers are inactive results; nt = no result given.
# Start of the data: the first 8 entries as a preview:
1	Cc1ccc(Nc2nc(-c3cccs3)cs2)nc1
2	N#Cc1ccccc1S(=O)(=O)Nc1ccc2c(c1)C(=O)OC2
3	COc1ccc(NC(=O)C(=S)N2CCCC2)cc1
4	CCOc1ccc(S(=O)(=O)N2CCN(S(=O)(=O)c3ccc(C)c(C)c3)CC2)cc1
5	COc1ccc(N=Cc2c(O)c3ccccc3n2C(C)=O)cc1
6	COc1ccccc1NC(=S)NC(=O)CCCOc1ccc(Cl)cc1Cl
7	CC(C)N(Cc1ccccc1)C(=O)COC(=O)C1CCCCC1
8	CC(=O)Nc1ccc(NC(=O)C(C)OC(=O)CNS(=O)(=O)c2ccc(Br)cc2Cl)cc1 (centres undefined)

screen / no.	1	2	3	4	5	6	7	8
pCIP destab	3.4	-2.1	-0.9	-0.5	-21.5	-5.3	nt	-2.0
MEKK3 PB1 HTS	104.0	106.0	97.0	100.0	85.0	83.0	nt	96.0
IDE inh	-0.6	1.8	4.4	nt	-4.0	-5.0	1.2	4.8
GalR3 antag	-8.5	-1.7	16.0*	-6.6	-3.8	-2.1	-5.1	2.7
CRFR2-BP ag	1.8	0.4	-0.2	7.6	98.7*	1.8	-0.7	4.3
PHOSPHO1 block	-160.0	46.6	38.5	18.5	24.0	-0.5	nt	41.4
CHRM4 PAM	15.9	-1.0	12.2	-4.4	19.2	10.5	1.8	6.0
IDE cell activ	-7.7	5.6	0.2	0.1	-21.7	-1.4	6.2	-2.2
CRFR2-BP antag	-37.9	-5.0	0.5	-13.4	-67.2	-21.5	-12.9	-4.5

# The whole of this part, from the first entry:
1	Cc1ccc(Nc2nc(-c3cccs3)cs2)nc1
2	N#Cc1ccccc1S(=O)(=O)Nc1ccc2c(c1)C(=O)OC2
3	COc1ccc(NC(=O)C(=S)N2CCCC2)cc1
4	CCOc1ccc(S(=O)(=O)N2CCN(S(=O)(=O)c3ccc(C)c(C)c3)CC2)cc1
5	COc1ccc(N=Cc2c(O)c3ccccc3n2C(C)=O)cc1
6	COc1ccccc1NC(=S)NC(=O)CCCOc1ccc(Cl)cc1Cl
7	CC(C)N(Cc1ccccc1)C(=O)COC(=O)C1CCCCC1
8	CC(=O)Nc1ccc(NC(=O)C(C)OC(=O)CNS(=O)(=O)c2ccc(Br)cc2Cl)cc1 (centres undefined)

screen / no.	1	2	3	4	5	6	7	8
pCIP destab	3.4	-2.1	-0.9	-0.5	-21.5	-5.3	nt	-2.0
MEKK3 PB1 HTS	104.0	106.0	97.0	100.0	85.0	83.0	nt	96.0
IDE inh	-0.6	1.8	4.4	nt	-4.0	-5.0	1.2	4.8
GalR3 antag	-8.5	-1.7	16.0*	-6.6	-3.8	-2.1	-5.1	2.7
CRFR2-BP ag	1.8	0.4	-0.2	7.6	98.7*	1.8	-0.7	4.3
PHOSPHO1 block	-160.0	46.6	38.5	18.5	24.0	-0.5	nt	41.4
CHRM4 PAM	15.9	-1.0	12.2	-4.4	19.2	10.5	1.8	6.0
IDE cell activ	-7.7	5.6	0.2	0.1	-21.7	-1.4	6.2	-2.2
CRFR2-BP antag	-37.9	-5.0	0.5	-13.4	-67.2	-21.5	-12.9	-4.5

9	COC(=O)c1ccc(SCC(=O)NC2CCCCC2)c([N+](=O)[O-])c1
10	O=C(CSC1=N/C(=C/c2ccco2)C(=O)N1c1ccc(OC(F)F)cc1)NC1CCS(=O)(=O)C1 (centres undefined)
11	Clc1cccc(C2Nc3cccc4cccc(c34)N2)c1Cl
12	CCOC(=O)NNC1CC(=O)N(c2ccccc2)C1=O (centres undefined)
13	COc1cc(C2c3c([nH]c(=O)[nH]c3=O)Nc3ccc4ccccc4c32)ccc1O (centres undefined)
14	Cc1cccc(C(=O)NCC(=O)OCC(=O)c2cc(C)n(CC3CCCO3)c2C)c1 (centres undefined)
15	Clc1ccc(Cc2noc(Cc3ccccc3)n2)cc1Cl
16	C=C(C)c1cccc(C(C)(C)NC(=O)Nc2ccc(OC)cc2)c1

screen / no.	9	10	11	12	13	14	15	16
pCIP destab	-10.4	8.3	-9.6	0.3	11.3	15.6	0.3	-24.0
MEKK3 PB1 HTS	107.0	95.0	102.0	101.0	104.0	51.0	111.0	62.0
IDE inh	3.0	3.4	-4.4	1.7	1.3	-3.0	0.1	2.2
GalR3 antag	-8.0	-7.9	-10.8	-4.9	-6.8	-3.0	-4.6	-4.7
CRFR2-BP ag	0.7	1.3	3.7	0.0	-1.4	-1.4	2.6	0.0
PHOSPHO1 block	-2.4	5.6	-7.8	-4.5	20.5	2.2	2.9	43.1
CHRM4 PAM	2.5	-2.8	-5.6	11.8	0.3	-4.0	5.1	-7.3
IDE cell activ	-2.3	-1.4	3.0	5.6	0.8	5.6	10.4	-0.6
CRFR2-BP antag	5.0	10.0	10.6	-9.0	31.6	10.2	0.8	2.9

17	CC1CCc2sc(C(=O)Nc3ccc(C(N)=O)cc3)cc2C1 (centres undefined)
18	COCCn1cnc2c1c(=O)n(CC(=O)O)c(=O)n2Cc1ccccc1
19	Cc1ccc(S(=O)(=O)N2C[C@@H]3CCCC[C@@H]3[C@@H](C)[C@H]2c2cn(Cc3ccccc3)c3ncccc23)cc1
20	CCc1ccc(OCCOCC(O)CN2CCN(Cc3ccc(Cl)cc3)CC2)cc1 (centres undefined)
21	Cc1cc2c(N=NC(=O)CCc3ccccc3)c(O)[nH]c2cc1Br
22	Cc1ccc(-c2nnc(SCC(=O)Nc3ccc4c(c3)OCCO4)n2N)cc1
23	Cc1cc(N2C(=O)C(=O)/C(=C(/O)c3ccccc3)C2c2cccs2)no1 (centres undefined)
24	COC(=O)c1[nH]c(C)c(/C(O)=C2\C(=O)C(=O)N(CCN3CCOCC3)C2c2ccc(C)o2)c1C (centres undefined)

screen / no.	17	18	19	20	21	22	23	24
pCIP destab	1.2	-7.6	nt	5.5	-5.4	1.4	-0.2	-6.0
MEKK3 PB1 HTS	103.0	98.0	nt	96.0	100.0	102.0	102.0	100.0
IDE inh	-3.1	-1.8	nt	0.6	5.8	-0.2	4.0	1.8
GalR3 antag	4.9	-5.9	-3.0	-10.7	1.4	1.2	-3.0	4.9
CRFR2-BP ag	-3.5	1.1	7.5	-2.0	1.5	-0.1	-1.4	-0.2
PHOSPHO1 block	-32.1	38.1	nt	0.1	-14.7	37.3	0.7	20.3
CHRM4 PAM	0.8	-1.1	-3.7	-9.2	8.9	7.0	5.0	8.8
IDE cell activ	-4.9	3.3	1.8	-0.1	6.3	-2.8	6.3	1.3
CRFR2-BP antag	-8.9	-10.8	-0.5	-8.6	-24.2	-11.8	19.3	0.6

25	CCC(CC)C(=O)Nc1cccc(/C(C)=N/NC(=O)c2ccccc2Cl)c1
26	CCN(C(=O)COC(=O)c1cc2c(s1)CCCCC2)C1CCS(=O)(=O)C1 (centres undefined)
27	CC(C)C(=O)N1CCN(c2ccccc2NC(=O)c2ccc([N+](=O)[O-])o2)CC1
28	Cc1cc(Cn2nnnc2-c2ccncc2)cc(C)c1O
29	O=C(O)C1CC1C(=O)N1CCN(c2ccc(Cl)c(Cl)c2)CC1 (centres undefined)
30	COc1ccc(OC)c(-c2csc(N(Cc3ccco3)C(=O)c3cccs3)n2)c1
31	CCOc1ccc(-c2[nH]ncc2-c2csc(C)n2)c(O)c1
32	O=C(CSc1n[nH]c(=O)n1C1CC1)c1ccc(F)cc1

screen / no.	25	26	27	28	29	30	31	32
pCIP destab	-5.8	3.4	-15.8	0.6	-1.0	-13.2	-16.7	-9.1
MEKK3 PB1 HTS	104.0	104.0	97.0	101.0	98.0	100.0	103.0	100.0
IDE inh	-1.6	2.0	-2.2	-2.0	4.0	-1.7	-1.2	6.7
GalR3 antag	-3.2	-2.1	-11.0	-9.5	-7.8	-5.4	-5.2	-7.0
CRFR2-BP ag	-1.2	-2.3	0.6	1.0	-1.9	0.0	-0.3	-0.3
PHOSPHO1 block	-15.7	nt	9.6	24.8	32.0	1.4	3.4	33.4
CHRM4 PAM	6.9	8.5	-4.9	-1.4	12.1	22.0	-0.2	-5.0
IDE cell activ	-4.4	-4.7	-1.4	3.8	1.0	1.3	0.6	nt
CRFR2-BP antag	2.5	-6.4	5.8	7.0	3.9	13.9	-4.2	-6.9

33	C#CCOCCOCCOCCNc1nc(N2CCN(C(=O)[C@H](CCC(=O)O)n3cc([C@@H](N)[C@H](C)CC)nn3)CC2)nc(N2CCN(C(=O)[C@H](CCC(=O)O)n3cc([C@@H](N)CC(N)=O)nn3)CC2)n1
34	Cc1occc1-c1nnc(SCC(=O)N2CC(=O)Nc3ccccc32)n1CC(C)C
35	CCN1CCN(c2nc3c(C)cccn3c(=O)c2/C=C(\C#N)S(=O)(=O)c2ccc(Cl)cc2)CC1
36	Oc1ccc2ccccc2c1/C=N/c1nccs1
37	Cc1ccc(CSCc2ccc(C(=O)O)o2)cc1
38	COc1cccc(NC(=O)C2CCN(S(=O)(=O)c3ccc4[nH]c(=O)ccc4c3)CC2)c1
39	CN(CC(=O)Nc1ccc(F)cc1[N+](=O)[O-])Cc1ccccc1
40	Cc1cccc(NC(=O)C2CC(=O)N/C(=N/N=C/c3ccco3)S2)c1 (centres undefined)

screen / no.	33	34	35	36	37	38	39	40
pCIP destab	nt	-3.6	-1.1	6.3	-7.1	-1.2	10.8	3.3
MEKK3 PB1 HTS	nt	105.0	105.0	104.0	98.0	99.0	96.0	103.0
IDE inh	2.4	3.3	0.2	-0.3	-1.6	2.3	4.7	0.9
GalR3 antag	-7.0	-3.1	-3.7	-3.2	-6.5	nt	-4.8	-3.8
CRFR2-BP ag	-1.4	-0.7	20.5	-0.2	-0.1	2.7	0.1	-0.1
PHOSPHO1 block	nt	-2.7	-10.4	5.7	20.3	22.8	51.9	-3.4
CHRM4 PAM	-3.0	-2.6	-17.5	-1.8	-3.6	1.5	0.3	-3.4
IDE cell activ	-0.8	0.0	-1.0	2.0	3.1	8.6	1.8	0.9
CRFR2-BP antag	-3.2	-7.8	-17.2	3.3	8.5	-63.7	-6.0	-14.0

41	Cc1ccc(NC(=S)Nc2ccc(S(=O)(=O)Nc3ncccn3)cc2)cc1Cl
42	CN(C)S(=O)(=O)c1cccc(C(=O)OCC(=O)N2c3ccccc3NC(=O)C2(C)C)c1
43	COc1ccccc1N1CC(C(=O)NC2CCCCCC2)CC1=O (centres undefined)
44	O=S(=O)(c1ccccc1)N1CCN(c2cc(-c3ccccc3)nc3ncnn23)CC1
45	C=CCNC(=O)/C(C#N)=C/c1ccc(OS(=O)(=O)c2ccc(C)cc2)c(OC)c1

screen / no.	41	42	43	44	45
pCIP destab	-3.1	-10.6	nt	-12.6	-7.0
MEKK3 PB1 HTS	100.0	98.0	nt	108.0	96.0
IDE inh	-2.3	5.2	3.3	0.7	4.4
GalR3 antag	nt	5.6	-2.6	-7.1	-3.4
CRFR2-BP ag	nt	-0.1	-2.1	-1.3	1.2
PHOSPHO1 block	-4.4	-13.4	nt	46.1	2.1
CHRM4 PAM	nt	-1.8	4.8	4.0	4.1
IDE cell activ	nt	-1.1	1.9	3.0	-0.4
CRFR2-BP antag	nt	-14.0	-0.1	-2.4	-52.2
